Screening data as filed in PubChem.
TRPC4 act: activators of mouse TRPC4 channel | B-score at 10 µM | HEK293 TRPC4beta/mu-opioid, Fluo4 calcium fluorescence; active compounds read high | Q9QUQ5 | actives 0.49% (n = 310,000);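 active = B-score above 5 SD of library B-scores, and initial fluorescence ratio not above library mean plus 5 SD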;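 also: positive B-score marks a calcium rise read as TRPC4 activation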
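System: HEK293 cells stably co-expressing mouse TRPC4beta and mu-opioid receptor; Schedule: Fluo4 dye loading 45 min at room temperature, 110 s recording; Detection: Fluo4 fluorescence, kinetic; Evaluation: B-scored integrated calcium fluorescence ratio; Controls: buffer (low) and maximal DAMGO (high).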
HIF act: HIF pathway transcriptional activation; U2OS HRE-luciferase reporter, luminescence; normalized: DMSO 0%, desferrioxamine 100%; activation, % at 7.5 µM (by protocol); actives 0.32% (n = 300,000);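 active = mean activation of at least 10% of the iron chelator positive control signal, with at least half of replicates also reaching 10%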
TRPC6 inh: inhibitors of mouse TRPC6 channel | B-score at 10 µM | actives 1.1% (n = 310,000) | Q61143 | HEK293-TRPC6, membrane potential dye, ACh-evoked depolarization; active compounds read low | AID 2553;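 active = B-score under library mean minus 3 SD, initial fluorescence not abnormally high, positive integrated signal ratio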;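 also: B-score derived from integrated fluorescence ratio over the kinetic read; more negative B-score means stronger inhibition of depolarization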
Target sequence (Q61143 whole entry, looked up): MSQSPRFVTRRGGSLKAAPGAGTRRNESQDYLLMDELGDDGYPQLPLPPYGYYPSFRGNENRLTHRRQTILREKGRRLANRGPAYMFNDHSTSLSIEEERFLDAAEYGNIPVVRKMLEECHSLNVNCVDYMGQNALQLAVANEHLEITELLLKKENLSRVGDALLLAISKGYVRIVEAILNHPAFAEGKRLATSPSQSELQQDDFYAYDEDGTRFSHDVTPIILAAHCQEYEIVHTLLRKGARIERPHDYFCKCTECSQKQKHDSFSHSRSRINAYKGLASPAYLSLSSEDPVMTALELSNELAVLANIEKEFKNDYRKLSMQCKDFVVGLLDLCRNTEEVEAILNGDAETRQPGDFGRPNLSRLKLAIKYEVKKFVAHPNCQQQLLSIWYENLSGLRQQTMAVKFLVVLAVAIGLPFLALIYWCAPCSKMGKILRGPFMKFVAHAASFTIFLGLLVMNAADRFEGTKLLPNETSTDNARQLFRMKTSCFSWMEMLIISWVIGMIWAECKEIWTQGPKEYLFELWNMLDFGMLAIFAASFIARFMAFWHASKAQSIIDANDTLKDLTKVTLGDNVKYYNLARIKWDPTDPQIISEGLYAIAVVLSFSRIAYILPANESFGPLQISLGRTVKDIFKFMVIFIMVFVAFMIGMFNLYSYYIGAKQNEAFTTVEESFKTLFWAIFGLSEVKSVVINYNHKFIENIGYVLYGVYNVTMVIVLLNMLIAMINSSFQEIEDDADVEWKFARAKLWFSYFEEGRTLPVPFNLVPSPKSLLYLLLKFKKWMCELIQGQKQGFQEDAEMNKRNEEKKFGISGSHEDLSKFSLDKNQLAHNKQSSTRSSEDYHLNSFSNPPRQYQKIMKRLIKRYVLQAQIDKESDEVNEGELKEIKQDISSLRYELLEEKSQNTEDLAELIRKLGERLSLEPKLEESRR
aSyn 5UTR inh: 5' untranslated region of α-synuclein, MLPCN primary screen | inhibition, % (tested at 7.5 µM) | actives 0.82% (n = 300,000) | alpha-synuclein 5'UTR reporter, inhibitor activity; in the data active = inhibition above about 60%;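 also: H4 neuroglioblastoma cells stably carrying SNCA 5'UTR luciferase fusion; 0% = DMSO wells and 100% = positive control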
KLF5 inh: inhibitors of KLF5 expression; actives 0.23% (n = 290,000); inhibition, % at 5 µM; DLD-1 KLF5 promoter-luciferase reporter, luminescence;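 active = inhibition above a per-plate limit of that plate's mean compound inhibition plus 3 SD, cut at about 60% in these data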;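 also: 0% = DMSO wells and 100% = LY294002 at 200 µM; higher means less KLF5 promoter-driven luciferase light; inactives centre near -14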
SKKanGAS inh: SKKanGAS growth inhibition; S. pyogenes SKKanGAS, kanamycin growth, BacTiter-Glo, 6 h; inhibition, % at 7.5 µM; actives 1.3% (n = 300,000); AID 1662;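 active = mean replicate score, as percent of positive control median, at least 50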;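 also: strain carries kanamycin resistance gene driven by streptokinase promoter and grows in 40 µg/ml kanamycin; loss of luminescence reflects streptokinase promoter inhibition or plain growth inhibition; 0% = median of DMSO wells and 100% = positive control at its reference dose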
TRPC6 activator: activators of mouse TRPC6 channel | Q61143 | HEK293-TRPC6 membrane potential dye fluorescence; active compounds read high | B-score at 10 µM | actives 0.13% (n = 310,000);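 active = B-score of the integrated fluorescence ratio above library mean plus 3 SD, and starting fluorescence ratio within library mean plus 5 SD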;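 also: higher score means more depolarization so channel activation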
TRPC4 inh: TRPC4 (mouse) channel inhibition; Q9QUQ5; HEK293 TRPC4beta/mu-opioid, DAMGO-evoked Fluo4 calcium flux; active compounds read low; B-score at 10 µM; actives 0.39% (n = 300,000);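 active = B-score over 3 SD under the library average, no early fluorescence shift, positive overall ratio signal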
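Assay system: HEK293 cells with stable TRPC4beta plus mu-opioid receptor expression; Probe or stimulus: DAMGO in two steps, submaximal then maximal; Dosing: single-point compound dosing; Measured by: Fluo4 calcium-dye fluorescence, kinetic read; Read-out basis: B score from integrated Fluo4 fluorescence ratio.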
MrgX1 antag: blocks BAM8-22 activation of human MrgX1 receptor | Q96LB2 | MRGX1-HEK293 calcium flux, Fluo-4, BAM8-22 antagonism; active compounds read low | B-score at 10 µM | actives 1.3% (n = 310,000) | AID 588676;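 active = calcium-response B-score plate-corrected more than 3 library SD below zero, starting fluorescence within 5 deviations, no agonist response on first addition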;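 also: peak minus trough fluorescence over baseline after final BAM8-22 challenge near maximal dose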
TRPC4 PAM: allosterically enhances the mouse TRPC4 cation channel; HEK293 TRPC4beta/mu-opioid, DAMGO EC20, Fluo-4 Ca2+ flux; active compounds read high; AID 2227; actives 0.42% (n = 310,000); Q9QUQ5; B-score at 10 µM;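 active = B-score of calcium response area above 5 SD of library B-scores, with initial fluorescence ratio within 5 SD of library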;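 also: B-score of integrated fluorescence ratio over time as area under calcium response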
IEC-6 cytotox: kills IEC-6 intestinal cells in KLF5 counter-screen; IEC-6 cytotoxicity, luminescence viability; actives 0.78% (n = 290,000); inhibition, % at 5 µM; in the data active = inhibition above about 22%;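 also: 0% = plate median of test compound wells and 100% = cytotoxic reference compound wells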
Active calls of the source: *; i = inactive; nt = not tested or not shown. An unsorted share of the library; about 5.8% have a hit in one of these screens.

SMILES,TRPC4 act,HIF act,TRPC6 inh,aSyn 5UTR inh,KLF5 inh,SKKanGAS inh,TRPC6 activator,TRPC4 inh,MrgX1 antag,TRPC4 PAM,IEC-6 cytotox
Nc1nc(CN2CCN(Cc3ccccc3)CC2)nc(Nc2ccc3c(c2)OCCO3)n1,i,1.0,i,-49.4,-9.4,3.5,i,i,i,i,1.2
CCN(CC)c1cc(CS(=O)c2ccccc2)nc(-c2ccccc2)n1 (stereo unspecified),i,-0.4,i,-7.7,-0.7,0.6,i,i,i,i,-11.2
COCn1cnc(-c2ccccc2)c1-c1ccccc1,i,5.1,i,26.3,nt,-4.6,i,i,i,i,nt
Cc1ccc(S(=O)(=O)CCC(=O)OCC(=O)N2CCN(S(=O)(=O)c3ccccc3)CC2)cc1,i,-1.0,i,13.1,nt,0.0,i,i,i,i,nt
CC(/C=N/n1cnnc1)=C\c1ccco1,i,-0.1,i,-14.3,-11.7,0.0,i,i,i,i,-5.6
CCOc1ccc(NC(=O)NNC(=O)c2ccc(CC)s2)cc1,i,3.2,i,0.2,-43.8,-6.7,i,i,i,i,-8.3
COC(=O)CSc1nccc(-c2cccs2)n1,i,0.0,i,-4.1,-2.1,-5.2,i,i,i,i,-3.4
CCN(CC(=O)NCc1ccccn1)S(=O)(=O)c1ccc(Cl)cc1,i,0.1,i,-0.8,-23.7,-4.2,i,i,i,i,3.2
CCCN(Cc1nnc(-c2ccccc2Cl)o1)C(=O)c1cc2ccccc2o1,i,1.6,i,-30.6,nt,-7.1,i,i,i,i,nt
Clc1ccc(-n2nnnc2SCc2cn3ccccc3n2)cc1,i,-0.2,i,-15.1,-19.2,48.6,i,i,i,i,1.2
CC1CN(C(=O)COC(=O)c2ccc(S(=O)(=O)N(C)C)cc2)CC(C)O1 (stereo unspecified),i,0.1,i,-21.0,-18.0,-3.1,i,i,i,i,1.7
O=C(Cn1ncc2c1-c1ccccc1OC2)N1CCN(c2ccccn2)CC1,i,-0.1,i,0.4,-8.7,0.4,i,i,i,i,-0.2
O=C(c1cc2ccccc2oc1=O)N(Cc1cccs1)Cc1ccccc1Cl,i,2.3,i,-28.5,5.5,34.3,i,i,i,i,-0.5
COc1ccc(CNC(=O)C2CCN(S(=O)(=O)N3CCCCC3)CC2)c(OC)c1,i,-0.1,i,-0.2,12.2,-11.7,i,i,i,i,1.4
CSc1ccc(CN2CCCN(C)CC2)cc1,i,1.5,i,10.6,-4.4,-2.5,i,i,i,i,1.6
CC(C)CC(=O)Nc1cccc(NC(=O)c2ccccc2Cl)c1,i,-0.5,i,-1.3,-18.4,-1.7,i,i,i,i,-5.6
CCOc1ccc(S(=O)(=O)NN=C2CCN(C(C)=O)CC2)cc1,i,-6.4,i,1.7,-16.1,-1.7,i,i,i,i,1.7
CN(C)c1cccc(C(=O)n2cc(C(=O)c3cc(F)ccc3O)cn2)c1,i,3.4,i,-55.9,-41.7,0.0,i,i,i,i,2.9
O=C(NC(Cc1ccccc1)C(=O)O)/C(=C/c1ccccc1)NC(=O)c1ccc(Br)o1 (stereo unspecified),i,-0.2,i,17.4,-19.4,-2.3,i,i,i,i,4.6
CCc1nnc(NC(=O)CCC(=O)NCC2CCCO2)s1 (stereo unspecified),i,-0.3,i,19.2,-10.8,-5.0,i,i,i,i,-4.5
CCN(CC)c1ccc(/C=N\NC(N)=O)cc1,i,0.4,i,-0.7,-10.5,-3.6,i,i,i,i,-4.3
Cc1cc(Cl)c(S(=O)(=O)Nc2ccon2)cc1OCC(=O)NC1CCCCC1,i,-0.2,i,12.6,-0.1,-1.6,i,i,i,i,1.4
Cc1ccc(-c2nc3ccccc3c(=O)n2-c2c(C)n(C)n(-c3ccccc3)c2=O)cc1,i,-0.2,i,2.1,-28.9,4.9,i,i,i,i,-4.3
O=C(COC(=O)c1cccc(C(=O)OCC(=O)c2ccc(Br)cc2)n1)c1ccc(Br)cc1,i,-26.1,i,0.7,-25.8,-1.7,i,i,i,i,1.0
C=C(C)C(=O)NNc1ccccc1,i,-0.1,i,7.1,-25.8,9.3,i,i,i,i,11.1
COc1ccc(NC(=O)CC23CC4CC(C2)CC(n2nnc(C)n2)(C4)C3)cc1,i,-0.3,i,3.2,-3.3,-4.2,i,i,i,i,0.5
O=C(c1ccc(COc2ccc(Cl)cc2Cl)o1)N1CCCC1,i,-0.1,i,-62.6,-19.3,8.4,i,i,i,i,1.1
CCn1cc(/C=N/NC(=O)c2ccc3c(c2)OCO3)c(C)n1,i,-11.5,i,-5.6,-54.3,2.8,i,i,i,i,-0.6
CCOC(=O)c1nnc(-c2cccs2)nc1Oc1ccccc1C(=O)OC,i,-0.3,i,7.1,-24.7,-1.2,i,i,i,i,-2.4
Nc1cccc(Nc2ncnc3ccccc23)c1,i,-0.3,i,-11.8,-31.1,3.9,i,i,i,i,2.3
COc1ccc(C(=O)NCc2nnc(SCC(=O)N3CCOCC3)o2)cc1,i,0.1,i,-0.1,13.0,2.2,i,i,i,i,8.9
CC(=O)c1cccc(OCc2cc(C(=O)N(C)Cc3ccc(C)o3)no2)c1,i,2.0,i,-68.5,-85.2,-1.4,i,i,i,i,-3.9
O=C(NCCN1CCOCC1)C(=O)NCc1ccco1,i,0.2,i,5.0,-32.3,-12.5,i,i,i,i,1.8
Cn1c(=O)c2c(ncn2CC(=O)OCC(=O)NC2CCCc3ccccc32)n(C)c1=O (stereo unspecified),i,0.2,i,15.3,-33.3,2.4,i,i,i,i,3.7
O=C(O)COc1ccccc1/C=N/NC(=O)CSc1nnc(SCc2ccc(Cl)cc2)s1,i,-0.5,i,18.1,-24.4,9.5,i,i,i,i,-7.8
Cc1ccc(NNC(=S)Nc2ccc(C(C)C)cc2)c(C)c1,i,-2.2,i,-144.7,1.2,-1.5,i,i,i,i,4.7
O=C(COn1nnc2ccc(Cl)cc21)NC12CC3CC(CC(C3)C1)C2,i,0.0,i,-4.8,0.6,3.1,i,i,i,i,2.0
O=C(O)/C=C/c1cccc2c1OCCO2,i,0.4,i,-2.3,-14.3,-12.7,i,i,i,i,-3.0
Cc1[nH]c2ccccc2c1-c1csc(NC(=O)CN2CCOCC2)n1,i,0.6,i,15.9,2.9,-13.8,i,i,i,i,-3.6
Cc1cnc(CNC(=O)c2ccc(OC3CCN(C(=O)C4CC4)CC3)cc2)cn1,i,0.1,i,11.7,0.1,4.3,i,i,i,i,-3.5
CCOc1ccc(CC2S/C(=N/c3ccccn3)NC2=O)cc1 (stereo unspecified),i,0.8,i,1.6,-6.8,-11.5,i,i,i,i,-2.2
O=C(CSc1nnc(C2COc3ccccc3O2)o1)Nc1ccc(F)cc1Cl (stereo unspecified),i,-0.2,i,-5.0,-34.7,-4.2,i,i,i,i,4.6
O=C(O)CCN1C(=O)/C(=C2\C(=O)N(Cc3ccc(F)cc3)c3ccccc32)SC1=S,i,-1.7,i,-48.6,-24.8,24.9,i,i,i,i,2.5
CCOC(=O)CC(=O)CSc1ccc2nnc(-c3ccccc3)n2n1,i,-0.4,i,-10.7,-14.0,13.0,i,i,i,i,0.4
CCCN1CCN(S(=O)(=O)c2ccc3c(c2)OCCO3)CC1,i,0.7,i,-10.7,-7.0,-1.4,i,i,i,i,6.5
CCc1ccc(OCC(=O)c2c(O)c3ccccc3oc2=O)cc1,i,1.7,i,-21.6,-3.0,7.7,i,i,i,i,4.3
O=C(COC(=O)c1cccs1)NCCN1C(=O)CSC1=O,i,0.1,i,-9.7,1.1,11.4,i,i,i,i,0.7
O=C(/C=C/c1ccco1)NC(=S)Nc1cc(C(F)(F)F)ccc1N1CCOCC1,i,0.0,i,-9.3,-21.7,7.4,i,i,i,i,-8.1
C/C(=C\[C@@H](NP(=O)(c1ccccc1)c1ccccc1)c1ccccc1)CO[Si](c1ccccc1)(c1ccccc1)C(C)(C)C,i,-0.1,i,25.2,nt,23.9,i,i,i,i,nt
COc1ccc(C(=O)Nc2cc(C)cc(C)c2)cc1S(=O)(=O)N1CCOCC1,i,-0.5,i,29.6,-18.2,4.6,i,i,i,i,-4.9
COCC1CCN(C(=O)c2cc(COc3cc(C)c(Cl)c(C)c3)on2)C1 (stereo unspecified),i,4.5,i,-90.7,-110.6,-11.7,i,i,i,i,0.1
Fc1ccc(-c2csc(Nc3ccccn3)n2)c(F)c1,i,4.8,i,-101.5,-248.2,-1.0,i,i,i,i,8.1
CC12CCC(C(=O)Nc3ccccc3Cl)(C(Br)C1=O)C2(C)C (stereo unspecified),i,0.4,i,15.0,3.2,-7.3,i,i,i,i,4.0
CCOC(=O)c1ccccc1NC(=O)/C(C)=C/C(=O)O,i,-0.4,i,-0.4,-33.4,0.1,i,i,i,i,6.5
CSCCC(NC(=O)c1ccc(Cl)cc1)C(=O)OCC(=O)Nc1cc(Cl)ccc1C (stereo unspecified),i,0.2,i,-17.8,-4.3,7.8,i,i,i,i,5.5
Cc1ccc(CN(CC(=O)NCc2ccccn2)S(=O)(=O)c2ccccc2)cc1,i,-0.4,i,-5.9,-24.7,-11.3,i,i,i,i,-0.5
Cc1nnc2c(NCCc3ccccc3)nc3ccccc3n12,i,-10.1,i,-3.1,-27.7,0.2,i,i,i,i,9.2
C/C(=N\NC(=O)c1cccc(S(=O)(=O)N2CCOCC2)c1)c1ccc(OCC(=O)N(C)C)cc1,i,-0.1,i,7.1,nt,-4.4,i,i,i,i,nt
O=C1Nc2ccc(F)cc2C12SCCS2,i,-0.6,i,-13.5,-32.0,-7.6,i,i,i,i,-5.1
COc1ccc(OC)c(S(=O)(=O)Nc2cccc(-c3ccc(N4CCCCCC4)nn3)c2)c1,i,1.3,i,-21.6,-21.1,25.8,i,i,i,i,7.0
O=S(=O)(N/N=C/c1ccc(OC2CSC2)cc1)c1ccccc1,i,1.4,i,11.8,-16.3,-4.8,i,i,i,i,-4.4
